Bioassay records from PubChem.
ATXN2 expr inh = inhibitors of ATXN2 expression; Potency, µM (titrated, usually from 57 µM), for inactives: at the top dose activity change, negative = inhibition, hits mostly inhibitors; AID 1745845; HEK-293 ATXN2-luciferase reporter, luminescence, 24 h; 360,000 compounds, 0.72% hits; further: potency means the concentration at half of the fitted maximal effect; on the % scale 0 is the no-effect control and ±100 the full control effect; nearly all actives have a fitted effect of over 55% in size
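qHTS (up to 57 uM final) was run with 24 h compound exposure of reporter cells at 37 °C. Each well was multiplexed: SteadyGlo luminescence measured ATXN2-luciferase expression after a fluorogenic Gly-Phe-AFC viability readout (25 uM final).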
Nrf2 ARE act = activates Nrf2 signaling | AREc32 ARE-luciferase reporter (MCF7-derived line), luminescence, 24 h | Potency, µM (highest dose often 46.1 µM), for the others: at the top dose activation, actives largely listed as activators | 410,000 compounds, 0.31% hits | AID 624171; further: potency means the concentration at half of the fitted maximal effect; % of control where 0% means no effect; nearly all actives have a fitted effect of over 65% in size
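Nrf2 activation is followed as ARE-luciferase induction in the AREc32 line after one day of compound treatment; luminescence is read with Steady-Glo.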
S2 tox = reduces viability in counter-screen for ATXN expression inhibitors. S2 cells (HEK-293 line with an ATXN2-luciferase reporter) viability, CellTiter-Fluor protease fluorescence, 24 h. 400,000 compounds, 0.49% hits. Potency, µM (series often up to 56.7 µM), actives largely listed as cytotoxic. AID 651635; further: potency means the concentration at half of the fitted maximal effect; nearly all actives have a fitted effect of over 40% in size
MCF10A rerep = DNA re-replication induction in MCF 10a cells. MCF 10A DNA re-replication, Hoechst nuclear intensity, 48 h. Potency, µM (top dose mostly 46.1 µM), for the others: top-dose activity, positive = re-replication, hits mostly activators. 350,000 compounds, 2.9% hits; further: potency means the concentration at half of the fitted maximal effect; % of control where 0% means no effect; nearly all actives have a fitted effect of over 50% in size
TGFb SMAD3 inh = inhibitors of TGF-b signaling; 410,000 compounds, 1.2% hits; Potency, µM (highest dose often 46.1 µM), for inactives: top-dose activity, negative = inhibition, most hits filed as inhibitors; HepG2 CAGA-GFP TGF-b/SMAD3 reporter, GFP fluorescence, 18 h; TGF-beta stimulated, 500 pg/mL final; further: potency means the concentration at half of the fitted maximal effect; on the % scale 0 is the no-effect control and ±100 the full control effect; nearly all actives have a fitted effect of over 65% in size
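Read-out: total well GFP (ex488/em500-530) summed from mean per-cell fluorescence. Cells: HEPG2 CAGA-GFP, 1% FBS DMEM, 18 h at 37 degrees C with 500 pg/mL final TGF-beta. Unstimulated wells served as the full-inhibition control; stimulated DMSO wells = 0%.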
IL-1B inflam inh = inflammasome signaling inhibition, IL-1 beta readout; THP-1 LPS/ATP IL-1B secretion, AlphaLISA, 16 h; stronger effect = lower value; activity change, % at 57.5 µM; 360,000 compounds, 4.7% hits; in the data active means activity change below about -50%; inconclusive means mostly about -30% to -49%; further: on the % scale 0 is the no-effect control and ±100 the full control effect
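THP-1 cells pretreated 1 hr with compounds (up to 57.5 uM final), then stimulated with LPS (250 ng/mL final) plus ATP (1.25 mM final); secreted IL-1B measured by AlphaLISA after 16 hr, decreased signal indicating inhibition.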
HepG2 tox = counter-screen for TGF-b inhibitors: cytotoxicity in HepG2 cells. AID 588856. HepG2 CAGA-GFP viability, ATP luminescence, 18 h. Potency, µM (titrated, usually from 46.1 µM), for inactives: top-dose activity change, negative = cytotoxicity, actives largely listed as cytotoxic. 410,000 compounds, 0.76% hits; further: potency means the concentration at half of the fitted maximal effect; some results filed as inactive show a strong effect at the top dose
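HepG2 CAGA-GFP cells (1000/well, DMEM with 1% FBS) received compound, then TGF-beta at 500 pg/mL final, and were incubated 18 hours at 37 degrees C. Viability was read by CellTiter-Glo luminescence. Media-only wells were set as complete cell-killing and DMSO as no toxicity.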
Nrf2 inh = Nrf2 pathway inhibition; A549 ARE-Fluc reporter, luciferase luminescence, 18-24 h; Potency, µM (highest dose often 46 µM), for the others: at the top dose activity change, negative = inhibition, actives largely listed as inhibitors; 360,000 compounds, 2.1% hits; AID 504444; further: potency means the concentration at half of the fitted maximal effect; on the % scale 0 is the no-effect control and ±100 the full control effect; nearly all actives have a fitted effect of over 60% in size
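In this cell-based qHTS, ARE-driven firefly luciferase in A549 cells reports Nrf2 activity; the luminescent signal after BugLite lysis is the measured value, with a prior CellTiter-Fluor read for cell health.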
A549 tox = A549 cytotoxicity, counter-screen for Nrf2 inhibitors | A549 ARE-Fluc cells, CellTiter-Fluor viability, 18-24 h | Potency, µM (highest dose often 46 µM), inactives show at the highest dose activity change, negative = cytotoxicity, hits mostly inhibitors | 390,000 compounds, 0.16% hits; further: potency means the concentration at half of the fitted maximal effect; on the % scale 0 is the no-effect control and ±100 the full control effect
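A549 ARE-Fluc cells in 5% FBS OPTI-MEM, 5000 cells/well, rested 2 h then exposed to compounds in concentration-response for 18-24 h at 37 °C. Viability by CellTiter-Fluor fluorescence (Ex 405/Em 525) after 30 min; luciferase luminescence (BugLite, 15 min, RT) read afterwards.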
* marks the source's active call; other numbers are inactive results; i = inactive; ? = inconclusive; . = no result given; & = joins results of further samples; [ ] = remark or other dose. Unless noted, the call rests on the fitted dose curve; in most records, active means well fitted curve in the direction sought with a large enough effect; inconclusive means small, poorly fitted or top-dose-only effect, or another doubt; inactive means no such curve, though single readings can be large; an effect the other way counts as inactive or inconclusive.

item	structure	MCF10A rerep	IL-1B inflam inh	S2 tox	HepG2 tox	ATXN2 expr inh
1	O=C(NCc1ccccc1Cl)c1ccc(-n2cnc3cccnc32)cc1	.	.	i	-6%	-4%
2	CCOC1OC(=O)C(Cl)=C1Nc1ccc(C)cc1 (stereo unspecified)	-3%	-17	i	1%	3%
3	CCCc1nnc(NC(=O)c2ccc(N3C(=O)C4C5C=CC(C5)C4C3=O)cc2)s1 (stereo unspecified)	36%	-5	i	5%	-11%
4	Oc1cccc(NC(=S)Nc2ccccc2)c1	-1%	7	i	10%	.
5	CCN(CC)c1c([N+](=O)[O-])c(=O)n(CC)c2ccccc12	-1%	0	.	-28%	.
6	O=C(O)C1CN(c2ncccc2[N+](=O)[O-])C1	-5%	0	i	10%	-12%
7	COc1ccc(NS(=O)(=O)c2ccc(C(=O)NCC3(N4CCOCC4)CCCCC3)cc2)cc1	2%	4	i	-23%	7%
8	O=C(N/C(=C/c1ccc(Cl)cc1)C(=O)N1CCCCC1)c1ccco1	3%	i	i	-7%	5%
9	CCCCNC(=O)CCSc1nc(-c2ccc3c(c2)OCO3)cc(C(F)(F)F)n1	.	.	i	3%	-3%
10	O=C(NNC(=O)C1CCN(c2ncccn2)CC1)c1ccc(Cl)cc1	-1%	2	i	9%	.
11	O=C(CSc1c2c(nc3ccccc13)CCC2)Nc1ccc(F)cc1	.	.	.	-19%	.
12	COC(=O)C1(Cc2ccccc2)NC(c2ccccc2C)C2C(=O)N(c3ccc4c(c3)OCO4)C(=O)C21 (stereo unspecified)	-2%	-8	i	-17%	-3%
13	CCc1ccc(NC(=O)N(CCCN2CCOCC2)Cc2cccs2)cc1	18%	-17	i	4%	0%
14	Cc1c(C(=O)Nc2cccc(Cl)c2)cn2c(nc3ccccc32)c1C#N	?	5	i	-1%	?
15	Cc1cccc2sc(NC(=O)CCNS(=O)(=O)c3cccc4nonc34)nc12	17%	?	i	20µM*	-4%

item	Nrf2 ARE act	A549 tox	TGFb SMAD3 inh	Nrf2 inh
1	-1.7%	1%	18%	-9%
2	2.3%	-11%	4%	-10%
3	-0.2%	-7%	0%	-19%
4	-1.2%	-2%	-16%	-4%
5	0.0%	2%	-34%	-3%
6	-0.3%	-6%	-16%	8%
7	2.9%	2%	15%	-19%
8	0.7%	-15%	-15%	-23%
9	-0.4%	0%	-16%	-1%
10	-0.2%	1%	-4%	8%
11	?	-5%	?	7%
12	0.4%	-20%	-19%	-29%
13	0.4%	-1%	-12%	-5%
14	0.5%	-1%	-9%	-25%
15	11%	-13%	?	-18%

(cont.)
item	structure	MCF10A rerep	IL-1B inflam inh	S2 tox	HepG2 tox	ATXN2 expr inh
16	COc1ccc(NC(=O)N2CCCC2C(=O)NCc2cccs2)cc1 (stereo unspecified)	-1%	-10	i	-26%	-7%
17	CC(=O)c1ccccc1NC(=O)COC(=O)C1CCCN1S(=O)(=O)c1ccccc1F (stereo unspecified)	-6%	26	i	3%	6%
18	COc1cc2c(c(OC)c1OC)C(c1ccc(O)cc1)CC(=O)O2 (stereo unspecified)	?	19	i	-13%	4%
19	O=C(NCc1ccc2c(c1)OCO2)c1cccc([N+](=O)[O-])c1	-1%	-2	i	-23%	3%
20	COc1ccc(F)cc1CN1CCN(CC(=O)Nc2ccccc2C(=O)NC2CC2)CC1	1%	-4	i	-24%	-11%
21	COc1ccc(-c2[nH]ncc2-c2nc(C)cs2)c(O)c1	0%	-13	i	-2%	-13%
22	O=C(NC(=S)Nc1ccccc1Cl)C1CC1	12%	14	i	0%	-23%
23	CCOC(=O)C1(CCCc2ccccc2)CCN(C(=O)c2ccoc2)CC1	-11%	-5	i	9%	-1%
24	Nc1cc(-c2ccccc2)nn1S(=O)(=O)c1ccc(F)cc1	7%	-14	i	-46%	-14%
25	CN(CCc1ccccc1)C(=O)c1cccc(NC(=O)Cc2cccc(NC(=O)C3CCCN(C(=O)C4CC4)C3)c2)c1 (stereo unspecified)	-16%	6	i	0%	-5%
26	CC(C)(C)N1CC23CCC(C[C@@H]2C1=O)O3 (stereo partly specified)	-10%	24	i	9%	9%
27	CCOC(=O)C1=C(c2ccccc2)NC(=O)NC1c1cc(Cl)c(O)c(OC)c1 (stereo unspecified)	-4%	-2	i	-1%	-3%
28	O=C(CNC(=O)c1ccc(Br)o1)NC1CCCCCC1	24%	5	i	12%	24%
29	O=C(Nc1ccc(Cl)cc1C(=O)Nc1ccccn1)c1ccco1	-3%	-52*	i	-29%	-4%
30	Cc1ccc(S(=O)(=O)N(CCC(=O)Nc2ccc(OC(F)(F)F)cc2)c2ccccc2)cc1	12%	-29	i	-13%	-9%

item	Nrf2 ARE act	A549 tox	TGFb SMAD3 inh	Nrf2 inh
16	0.2%	1%	?	1%
17	4.9%	-1%	-2%	11%
18	0.2%	-2%	24%	29%
19	0.0%	8%	49%[activator]	-1%
20	-0.8%	0%	-3%	-9%
21	0.3%	7%	-4%	-9%
22	3.3%	3%	?	?
23	-0.2%	-6%	-11%	-6%
24	-0.5%	-2%	?	18µM*
25	3.9%	0%	-10%	-17%
26	-0.7%	-11%	2%	9%
27	12%	1%	4%	20%
28	-0.4%	-1%	5%	16%
29	-0.6%	-3%	0%	-11%
30	0.4%	2%	?	?

(list continues)
item	structure	MCF10A rerep	IL-1B inflam inh	S2 tox	HepG2 tox	ATXN2 expr inh
31	c1ccc(-c2cc3ncc4c(n3n2)-c2ccccc2OC4)cc1	.	.	i	-17%	87%[activator]
32	Cc1ccc(P(=O)(OCCN2CCOCC2)C(C)(C)C)o1 (stereo unspecified)	10%	31	i	10%	-1%
33	COc1cc(C2C(C#N)=C(N)Oc3c2c(-c2ccccc2)nn3-c2ccccc2)cc(OC)c1OC (stereo unspecified)	?	-2	?	-41%	-5%
34	CC(C)C(c1nnnn1CCc1ccccc1)N1CCSCC1 (stereo unspecified)	2%	-19	i	1%	-17%
35	CCOC(=O)c1[nH]c2ccccc2c1NC(=O)COC	5%	18	i	21%	6%
36	Cc1ccccc1/C=C\c1nc2ccccc2c(=O)[nH]1	?	0	i	-38%	-38%
37	COCCc1nn2c(=O)cc(COC(=O)c3cccs3)nc2s1	.	.	.	-5%	.
38	O=C(CCc1nc(-c2ccccc2F)no1)NCCc1ccccc1Cl	1%	4	?	-8%	-8%
39	Cc1ccccc1CCNC(=O)c1ccc(Cl)c(S(=O)(=O)N2CC(C)OC(C)C2)c1 (stereo unspecified)	?	-8	?	4%	-35%
40	COc1ccc(C)cc1NC(=O)CN1CCN(S(=O)(=O)c2ccc(Br)cc2)CC1	-5%	-16	i	13%&-5%	-1%&6%
41	NC(=O)NCc1ccccc1Cl	2%	27	i	-22%	17%
42	CCn1c(SCC(=O)Nc2ccc3c(c2)OCCO3)nnc1-c1cccs1	?	0	i	6%	9%
43	O=C(COc1ccccc1-c1nnc(-c2ccccc2)o1)Nc1ccc(Br)cc1F	.	.	i	-7%	1%
44	CC(=O)NCCc1nc2cc(NC(=O)c3ccccc3C)ccc2n1C	0.58µM*	0	i	-8%	8%
45	COc1cccc(-c2nc(CSCC(=O)NCCc3ccc(Cl)cc3)c(C)o2)c1	.	.	.	-48%	.

item	Nrf2 ARE act	A549 tox	TGFb SMAD3 inh	Nrf2 inh
31	10.0%	7%	-24%	?
32	-0.3%	2%	-12%	0%
33	7.2%	-1%	?	?
34	-0.5%	2%	-1%	-14%
35	4.3%	-2%	25%	8%
36	13%	-1%	?	?
37	8.0%	4%	17%	-10%
38	0.2%	-9%	-62%	?
39	2.3%	-5%	10µM*	5.2µM*
40	-0.4%&-0.8%	-8%&2%	-13%&-24%	-12%&28%
41	0.0%	1%	-4%	-2%
42	0.0%	1%	0%	?
43	-0.4%	-1%	24%	27%
44	2.9%	0%	-5%	8%
45	0.1%	-13%	?	?

The results go on:
item	structure	MCF10A rerep	IL-1B inflam inh	S2 tox	HepG2 tox	ATXN2 expr inh
46	N/C(=N\OC(=O)Cc1ccc([N+](=O)[O-])cc1)c1ccccn1	10%	-21	i	-16%	?
47	N#CCC(=O)Nc1ccc(C(=O)OCC(=O)NNC(=O)c2cccs2)cc1	0%	-3	i	-16%	3%
48	O=[N+]([O-])c1ccccc1S(=O)(=O)NCCc1ccncc1	-17%	24	i	8%	-7%[11.3 µM]
49	Cc1cc(N2CCN(c3ccccc3)CC2)nc2ccccc12	4%	95	i	-22%	26%
50	COc1ccc(C(=O)/C=C/c2ccc(OC)c(COc3ccc(F)cc3)c2)cc1	?	-93*	i	-27%	?
51	CC(C)OC(=O)Cc1nc2sc(-c3ccccc3)cc2c(=O)[nH]1	14%	-19	i	-10%	25%

item	Nrf2 ARE act	A549 tox	TGFb SMAD3 inh	Nrf2 inh
46	-2.3%	-3%	0%	?
47	-0.5%	1%	-1%	11%
48	-0.2%	-4%	24%	1%
49	3.9%	1%	?	0%
50	2.7%	-2%	-17%	-19%
51	4.9%	4%	-9%	?

Complete entries as entered above. Order of screens: MCF10A rerep | IL-1B inflam inh | S2 tox | HepG2 tox | ATXN2 expr inh | Nrf2 ARE act | A549 tox | TGFb SMAD3 inh | Nrf2 inh
Results for COc1ccc(C(=O)/C=C/c2ccc(OC)c(COc3ccc(F)cc3)c2)cc1 : ? | -93* | i | -27% | ? | 2.7% | -2% | -17% | -19%
Results for CC(C)OC(=O)Cc1nc2sc(-c3ccccc3)cc2c(=O)[nH]1 : 14% | -19 | i | -10% | 25% | 4.9% | 4% | -9% | ?
Results for O=[N+]([O-])c1ccccc1S(=O)(=O)NCCc1ccncc1 : -17% | 24 | i | 8% | -7%[11.3 µM] | -0.2% | -4% | 24% | 1%
Results for N/C(=N\OC(=O)Cc1ccc([N+](=O)[O-])cc1)c1ccccn1 : 10% | -21 | i | -16% | ? | -2.3% | -3% | 0% | ?
